GPT2 inh: inhibitors of human GPT2 alanine aminotransferase; Potency, µM (titrated, usually from 57.7 µM), for inactives: at the highest dose activity change, negative = inhibition, hits mostly inhibitors; Recombinant GPT2, coupled pyruvate oxidase/HRP Amplex Red fluorescence; actives 0.25% (n = 100,000); note: potency is the fitted concentration of half-maximal effect; nearly all actives have a fitted effect of over 60% in size; many of its hits are not listed in these tables
Target sequence (Q8TD30 whole entry, looked up): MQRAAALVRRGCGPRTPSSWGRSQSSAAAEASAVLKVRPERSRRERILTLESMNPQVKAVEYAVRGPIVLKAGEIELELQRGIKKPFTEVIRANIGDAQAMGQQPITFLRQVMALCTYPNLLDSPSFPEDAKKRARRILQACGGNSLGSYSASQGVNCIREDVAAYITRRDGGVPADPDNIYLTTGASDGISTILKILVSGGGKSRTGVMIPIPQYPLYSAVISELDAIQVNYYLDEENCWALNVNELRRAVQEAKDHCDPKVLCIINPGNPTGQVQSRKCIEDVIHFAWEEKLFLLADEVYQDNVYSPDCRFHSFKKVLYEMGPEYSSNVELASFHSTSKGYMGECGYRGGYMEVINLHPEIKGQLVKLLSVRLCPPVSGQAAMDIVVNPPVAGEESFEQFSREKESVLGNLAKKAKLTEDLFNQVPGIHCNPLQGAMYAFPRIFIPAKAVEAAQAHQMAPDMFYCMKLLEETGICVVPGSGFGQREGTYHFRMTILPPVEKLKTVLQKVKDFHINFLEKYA
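Fluorescence of coupled pyruvate oxidase/HRP/Amplex Red system (50uM Amplex, 30 min, dark) reports pyruvate formed by GPT2. Enzyme reaction: 10ng/uL GPT2, 2mM L-alanine, 250uM a-KG, 30 min room temperature, pH 7.5; 50uM AOA control.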
3T3 cytotox: NIH 3T3 cell cytotoxicity. NIH 3T3 viability, CellTiter-Glo ATP luminescence, 48-72 h. Potency, µM (doses to about 96.7 µM), for inactives: at the top dose activity change, negative = cytotoxicity, usual class: inhibitors. actives 4.3% (n = 94,000). AID 1345082; note: potency is the fitted concentration of half-maximal effect; nearly all actives have a fitted effect of over 55% in size
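Viability of NIH 3T3 cells after 48 or 72 hr compound treatment at 37 °C was assessed by CellTiter-Glo, with luminescence imaged following a 10 min room-temperature step.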
HEK cytotox: HEK 293 cell cytotoxicity; Potency, µM (doses to about 115 µM), for the others: at the top dose activity change, negative = cytotoxicity, usual class: inhibitors; actives 6.6% (n = 94,000); HEK 293 viability, ATP luminescence (CellTiter-Glo), 48-72 h; AID 1345083; note: potency is the fitted concentration of half-maximal effect; nearly all actives have a fitted effect of over 60% in size
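Pintool-delivered compounds were incubated with HEK 293 cells (250 cells/well) at 37 degree Celsius for 48 or 72 hr. ATP-dependent luminescence (CellTiter-Glo) then reported remaining viable cells.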
FLuc inh: blocks purified firefly luciferase enzyme activity; P08659; purified P. pyralis luciferase, luminescence, biochemical; Potency, µM (titrated, usually from 115 µM), for the others: at the highest dose activity change, negative = inhibition, hits mostly inhibitors; actives 2.5% (n = 76,000); AID 1347043; note: potency is the fitted concentration of half-maximal effect; nearly all actives have a fitted effect of over 65% in size
Target sequence (P08659 whole entry, looked up): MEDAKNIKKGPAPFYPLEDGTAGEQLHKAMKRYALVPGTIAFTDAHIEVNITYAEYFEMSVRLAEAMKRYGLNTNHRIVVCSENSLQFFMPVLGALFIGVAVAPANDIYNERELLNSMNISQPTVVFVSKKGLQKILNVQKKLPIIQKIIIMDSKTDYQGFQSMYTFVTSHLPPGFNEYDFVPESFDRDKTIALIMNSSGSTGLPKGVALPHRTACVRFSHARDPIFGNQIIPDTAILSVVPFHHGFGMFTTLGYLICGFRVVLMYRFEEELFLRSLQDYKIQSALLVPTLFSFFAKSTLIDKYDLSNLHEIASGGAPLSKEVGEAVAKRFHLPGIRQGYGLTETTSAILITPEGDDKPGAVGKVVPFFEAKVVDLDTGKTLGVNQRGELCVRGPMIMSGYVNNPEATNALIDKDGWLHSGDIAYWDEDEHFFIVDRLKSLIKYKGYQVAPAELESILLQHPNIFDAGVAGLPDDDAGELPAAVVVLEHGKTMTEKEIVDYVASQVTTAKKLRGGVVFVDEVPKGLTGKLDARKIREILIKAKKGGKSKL
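Biochemical qHTS: compound (6-point titration) added to 10uM D-luciferin plus 10uM ATP in Tris acetate pH 7.5 buffer with Mg, Tween-20 and BSA, then purified enzyme at 10nM; light output imaged.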
SNCA viab count: counter-screen for SNCA expression inhibitors: cell viability; actives 0.12% (n = 150,000); HEK-293-SNCA-luc viability, GF-AFC fluorescence, 24 h; Potency, µM (highest dose often 57.1 µM), for the others: at the highest dose activity change, negative = cytotoxicity, usual class: cytotoxic;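 note: potency is the fitted concentration of half-maximal effect; 0% = DMSO-treated cells and -100% = medium-only wells without cells; nearly all actives have a fitted effect of over 30% in size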
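HEK-293-SNCA-luc cells (1500/well) plated 24 h, then exposed 24 h to a dilution series; GF-AFC added 30 min at 37C, fluorescence 405/540 nm; normalised to medium-only and DMSO wells, Hill fit.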
IP6K1 inhibitor: inhibitors of human IP6K1; Q92551; AID 1645851; IP6K1 kinase, ADP-Glo luminescence, 2 h; hits give low values; activity change, % (series mostly up to about 58 µM); actives 0.81% (n = 140,000); in the data active = activity change below about -25%
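ADP-Glo luminescence measures ADP made by human IP6K1 during a 2 h RT reaction with ATP/IP6 (mix at 1.3 mM/130 uM); top library doses 57.5 and 19.1 uM final.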
SNCA expr inh: SNCA gene expression inhibition. AID 1671194. Potency, µM (series often up to 57.2 µM), for the others: at the highest dose activity change, negative = inhibition, most hits filed as inhibitors. actives 0.17% (n = 140,000). HEK-293 SNCA-luciferase knock-in, luminescence, 24 h;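 note: potency is the fitted concentration of half-maximal effect; plate controls were DMSO cells for no effect and cell-free wells for full effect; nearly all actives have a fitted effect of over 45% in size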
Active calls of the source: *; & = joins results of further samples; ! = not active in a repeat; [ ] = remark or other dose. Unless noted, calls come from the whole dose curve; as a rule, active = well fitted curve in the direction sought with a large enough effect; inconclusive = small, poorly fitted or top-dose-only effect, or another doubt; inactive = no such curve, though single readings can be large; an effect the other way counts as inactive or inconclusive. Unless noted, % is set by controls: 0 for no effect and ±100 for the full control effect. These rows are one share of the data, so the mix of outcomes need not match the whole.

Screening COc1ccc(OC)c(CNC(=O)Cn2nc(C)c3nn(-c4ccc(Cl)cc4)c(C)c3c2=O)c1 returned SNCA viab count 3%, IP6K1 inhibitor 24 and SNCA expr inh -4%.
For CC(=O)c1c(C)nn(CCC(=O)N[C@H]2CCOC[C@H]2C2CCOCC2)c1C the results were GPT2 inh 2%, 3T3 cytotox 0%, HEK cytotox -15%, FLuc inh 7%, SNCA viab count 5%, IP6K1 inhibitor 0 and SNCA expr inh -8%.
For COc1cccc(N2C(=O)NC(=NC3CCCC3)C23CCCN(C(=O)c2ccc(C)cc2)C3)c1 (centres undefined) the results were GPT2 inh inactive, 3T3 cytotox inactive, HEK cytotox -7%, SNCA viab count 3%, IP6K1 inhibitor -18 and SNCA expr inh -3%.
O=C(COc1ccccc1)N1CCC(Cc2nc(-c3ccncc3)n[nH]2)CC1 was read as GPT2 inh inconclusive, 3T3 cytotox -30%, HEK cytotox -5%, FLuc inh 2%, SNCA viab count 3%, IP6K1 inhibitor -11 and SNCA expr inh 3%.
Screening CCn1cc(C(=O)NCCCOC(C)C)c(=O)c2cc(S(=O)(=O)N3CCc4ccccc4C3)ccc21 returned SNCA viab count 9%, IP6K1 inhibitor 5 and SNCA expr inh 1%.
`Cc1ccc(Nc2ccnc(N3CCCC3C(=O)NCCCc3ccccc3)n2)cc1` (centres undefined) gave GPT2 inh inactive, 3T3 cytotox inconclusive, HEK cytotox 40µM*, SNCA viab count -6%[12.5 µM], IP6K1 inhibitor -11 and SNCA expr inh inconclusive.
Screening CC(=O)Nc1ccc(CN2CCCC23Cc2ccccc2CN(C(=O)C(C)C)C3)cc1 (centres undefined) returned GPT2 inh inactive, 3T3 cytotox inactive, HEK cytotox -4%, SNCA viab count 1%, IP6K1 inhibitor 1 and SNCA expr inh 10%.
CC(C)Oc1ccc(CNC(=O)c2ccc3c(c2)N(Cc2ccc(F)cc2)CCS3)cc1 was read as SNCA viab count 11%, IP6K1 inhibitor -9 and SNCA expr inh 10%.
Screening COc1ccc2c(Sc3ccccc3)c(C(=O)NCCc3ccc(Cl)cc3)[nH]c2c1 returned SNCA viab count 5%, IP6K1 inhibitor 6 and SNCA expr inh 10%.
`COc1ccc2[nH]c(C(=O)N3CCN4CCS(=O)(=O)N(C5CC5)C(=O)C4C3)cc2c1` (centres undefined) gave GPT2 inh 2%, 3T3 cytotox -15%, HEK cytotox -18%, FLuc inh inconclusive, SNCA viab count -9%, IP6K1 inhibitor 12 and SNCA expr inh -10%.
`Cc1nc(C)c(C(=O)N2CC(Oc3ccccc3-c3nc(C4CC4)no3)C2)s1` gave GPT2 inh inactive, 3T3 cytotox inconclusive, HEK cytotox 89µM*, FLuc inh -3%, SNCA viab count -5%, IP6K1 inhibitor 3 and SNCA expr inh 1%.
For CC1CCN(C(=O)CSc2nc3ccccc3nc2Cc2ccccc2)CC1 the results were SNCA viab count inconclusive, IP6K1 inhibitor 26 and SNCA expr inh inconclusive.

3 entries from above, sorted by number of heavy atoms, falling.
Screening CCn1cc(C(=O)NCCCOC(C)C)c(=O)c2cc(S(=O)(=O)N3CCc4ccccc4C3)ccc21 returned SNCA viab count 9%, IP6K1 inhibitor 5 and SNCA expr inh 1%.
For COc1cccc(N2C(=O)NC(=NC3CCCC3)C23CCCN(C(=O)c2ccc(C)cc2)C3)c1 (centres undefined) the results were GPT2 inh inactive, 3T3 cytotox inactive, HEK cytotox -7%, SNCA viab count 3%, IP6K1 inhibitor -18 and SNCA expr inh -3%.
O=C(COc1ccccc1)N1CCC(Cc2nc(-c3ccncc3)n[nH]2)CC1 was read as GPT2 inh inconclusive, 3T3 cytotox -30%, HEK cytotox -5%, FLuc inh 2%, SNCA viab count 3%, IP6K1 inhibitor -11 and SNCA expr inh 3%.

Pulled one by one from the entries so far (two):
Screening CCn1cc(C(=O)NCCCOC(C)C)c(=O)c2cc(S(=O)(=O)N3CCc4ccccc4C3)ccc21 returned SNCA viab count 9%, IP6K1 inhibitor 5 and SNCA expr inh 1%.
For COc1cccc(N2C(=O)NC(=NC3CCCC3)C23CCCN(C(=O)c2ccc(C)cc2)C3)c1 (centres undefined) the results were GPT2 inh inactive, 3T3 cytotox inactive, HEK cytotox -7%, SNCA viab count 3%, IP6K1 inhibitor -18 and SNCA expr inh -3%.

More records
Screening CCOC(=O)c1cc(-c2ccccc2)n(CC(=O)NCc2ccccc2OC)c1C returned SNCA viab count -1%, IP6K1 inhibitor -8 and SNCA expr inh 9%.
Screening COc1ccc(CNC(=O)CC[C@@H]2CNC(=O)[C@@H]3C[C@H](NCc4ccc(N(C)C)cc4)CN23)cc1 returned GPT2 inh inactive, 3T3 cytotox -26%, HEK cytotox -5%, FLuc inh 6%, SNCA viab count 1%, IP6K1 inhibitor 0 and SNCA expr inh 63%[activator].
For Cc1ccc(-c2noc([C@@H]3C[C@@H](O)CN3Cc3ccc(S(C)(=O)=O)cc3)n2)cc1F the results were GPT2 inh 1%[88.5 µM], 3T3 cytotox inconclusive, HEK cytotox inconclusive, FLuc inh 71µM*, SNCA viab count 0%[87.6 µM], IP6K1 inhibitor -12 and SNCA expr inh 105%[activator][87.6 µM].
For O=C(c1n[nH]c2ccccc12)N1CCC2(CC1)CC(N1CCCC1)CCO2 (centres undefined) the results were GPT2 inh inactive, 3T3 cytotox -1%, HEK cytotox 2%, FLuc inh 7%, SNCA viab count -4%, IP6K1 inhibitor 6 and SNCA expr inh 45%[activator].
For COC(=O)c1ccc(CO[C@H]2CCC=C3C[C@@H](O)CC[C@@]32C)cc1 the results were 3T3 cytotox inconclusive, HEK cytotox inconclusive and IP6K1 inhibitor 18.
For CC(C)NC(=O)N1CCCN(S(=O)(=O)c2ccccc2)CCC(=O)NCC1 the results were GPT2 inh inactive, 3T3 cytotox -6%, HEK cytotox inactive, FLuc inh -9%, SNCA viab count 6%, IP6K1 inhibitor 7 and SNCA expr inh 25%.
For CCNc1cc(N2CCC(CCC(=O)NCc3cccc(F)c3)CC2)ncn1 the results were GPT2 inh inactive, 3T3 cytotox inconclusive, HEK cytotox inconclusive, FLuc inh inconclusive, SNCA viab count 7%, IP6K1 inhibitor 8 and SNCA expr inh inconclusive.
`O=C(c1ccc(F)cc1)N1CCC2(C1)C(=O)N(CCc1ccccc1)c1ccccc12` (centres undefined) gave GPT2 inh -15%&-12%, 3T3 cytotox inconclusive, HEK cytotox 40µM*!, FLuc inh -5%&-8%, SNCA viab count -26%&-8%, IP6K1 inhibitor -4&12 and SNCA expr inh inconclusive.
`O=C(Cc1cccs1)N1CCC2(CC1)N=C(c1ccc(Cl)cc1)NO2` gave GPT2 inh inactive, 3T3 cytotox -17%, HEK cytotox inconclusive, FLuc inh -8%, SNCA viab count -22%, IP6K1 inhibitor -6 and SNCA expr inh inconclusive.
For O=C1NCCN1C1CCN(Cc2cccc3ccccc23)CC1 the results were GPT2 inh inactive, 3T3 cytotox inactive, HEK cytotox inactive, SNCA viab count 1%[87.6 µM], IP6K1 inhibitor -17 and SNCA expr inh 37%[activator][87.6 µM].
Screening FC(F)Oc1cccc(CNC2CCC3(CCNCC3)CC2)c1 returned GPT2 inh -8%, 3T3 cytotox inconclusive, HEK cytotox 50µM*, FLuc inh -1%, SNCA viab count -25%, IP6K1 inhibitor 9 and SNCA expr inh -8%.
`Cc1cccnc1CNC[C@H]1Cn2cc(-c3ccccc3)nc2CO1` gave GPT2 inh inactive, 3T3 cytotox -3%[174 µM], HEK cytotox inconclusive, FLuc inh -18%[172 µM], SNCA viab count -9%[87.6 µM], IP6K1 inhibitor 24 and SNCA expr inh 42%[activator][87.6 µM].
Cn1c(=O)c2sccc2n2c(CCCC(=O)Nc3ccc(Oc4ccc(Cl)cc4)cc3)nnc12 was read as SNCA viab count 11%, IP6K1 inhibitor 7 and SNCA expr inh -3%.
`CC(C)CNC(=O)N1CCCCCCN(C)C(=O)[C@@H]2CCC[C@@H]21` gave GPT2 inh -3%, 3T3 cytotox 2%, HEK cytotox -2%, FLuc inh 2%, SNCA viab count 2%, IP6K1 inhibitor -5 and SNCA expr inh 1%.
For COc1ccc(C2Cn3nnc(-c4nc(C(C)(C)C)no4)c3CO2)cc1 (centres undefined) the results were GPT2 inh inconclusive, 3T3 cytotox inconclusive, HEK cytotox inconclusive, FLuc inh -7%, SNCA viab count 5%, IP6K1 inhibitor -13 and SNCA expr inh inconclusive.
`Cc1oc(C(O)c2ccccc2)nc1C(=O)Nc1ccncc1` (centres undefined) gave GPT2 inh -1%[88.5 µM], 3T3 cytotox -22%[138 µM], HEK cytotox inconclusive, FLuc inh -2%[172 µM], SNCA viab count 1%[87.6 µM], IP6K1 inhibitor -7 and SNCA expr inh 3%[87.6 µM].
`COc1ccc(-c2cc(C(=O)NCC(C)C)c3c(C4CCCN4)noc3n2)cc1` (centres undefined) gave GPT2 inh 3%, 3T3 cytotox inconclusive, HEK cytotox inconclusive, SNCA viab count 6%, IP6K1 inhibitor -3 and SNCA expr inh 6%.
CCCc1ccc(S(=O)(=O)N2CCN(C3(CC)CCN(C(=O)NC)C3)CC2)cc1 (centres undefined) was read as GPT2 inh inactive, 3T3 cytotox -19%, HEK cytotox inconclusive, FLuc inh -8%, SNCA viab count -2%, IP6K1 inhibitor 1 and SNCA expr inh 5%.
COc1ccc(-c2cc(N3CCN(C(=O)c4ccccc4C)CC3)n[nH]2)cc1 was read as GPT2 inh inactive, 3T3 cytotox inconclusive, HEK cytotox inconclusive, FLuc inh -2%, SNCA viab count 5%, IP6K1 inhibitor 35 and SNCA expr inh -4%.
CC(=O)O[C@H]1C[C@@H]2CC[C@H]3[C@H]4C[C@H]([N+]5(C)CCCCC5)[C@@H](OC(C)=O)[C@@]4(C)CC[C@@H]3[C@@]2(C)C[C@H]1N1CCCCC1 was read as GPT2 inh inactive, SNCA viab count 3% and SNCA expr inh -7%.
CN1CCN(c2nc3c(s2)CN(C(=O)c2ccccn2)CC3)CC1 was read as GPT2 inh inactive, 3T3 cytotox inactive, HEK cytotox 5%, FLuc inh 1%, SNCA viab count 5%, IP6K1 inhibitor 6 and SNCA expr inh 14%.
Screening COC(=O)c1ccc2c(=O)n(CCCCCC(=O)N3CCN(c4cc(Cl)ccc4C)CC3)c(=O)[nH]c2c1 returned SNCA viab count -3%, IP6K1 inhibitor 15 and SNCA expr inh -8%.
Screening Cc1ccc(NC(=O)CCn2cccn2)c(C)c1 returned SNCA viab count 12%, IP6K1 inhibitor -6 and SNCA expr inh 21%.
For COc1ccccc1CC(=O)Nc1cccn2nc(C(C)C)nc12 the results were GPT2 inh -8%, 3T3 cytotox -29%, HEK cytotox inconclusive, FLuc inh -5%, SNCA viab count 10%, IP6K1 inhibitor 15 and SNCA expr inh 11%.
`CCc1ccccc1NC(=O)Cn1c(=O)n(CC(=O)NCCc2ccccc2)c(=O)c2ccccc21` gave SNCA viab count -18%, IP6K1 inhibitor -2 and SNCA expr inh -1%.
